Screens: PubChem, National Center for Advancing Translational Sciences (NCATS)
D2 ag: agonists of human D2 dopamine receptor; P14416; HEK293 T-REx D2 cells, calcium flux agonist mode; activation, % at 2 µM; 340,000 compounds, 0.53% hits;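 active = activation over 3 SD above normal in the single-dose calcium agonist read, cut at about 30% in these data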; note: 0% is about no effect
Target sequence (P14416 whole entry, looked up): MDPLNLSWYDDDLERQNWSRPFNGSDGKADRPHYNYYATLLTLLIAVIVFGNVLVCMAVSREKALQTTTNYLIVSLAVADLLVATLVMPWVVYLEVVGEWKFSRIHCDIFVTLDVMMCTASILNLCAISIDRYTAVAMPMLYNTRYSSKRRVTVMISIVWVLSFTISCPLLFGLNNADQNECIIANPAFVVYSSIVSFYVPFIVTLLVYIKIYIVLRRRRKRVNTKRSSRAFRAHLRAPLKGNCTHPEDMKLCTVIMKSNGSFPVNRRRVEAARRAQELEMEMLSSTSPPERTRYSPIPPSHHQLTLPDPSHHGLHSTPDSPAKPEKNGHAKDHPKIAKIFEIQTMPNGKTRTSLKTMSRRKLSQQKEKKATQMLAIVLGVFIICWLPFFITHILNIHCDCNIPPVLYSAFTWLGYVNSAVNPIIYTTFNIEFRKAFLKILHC
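In this primary screen, compounds producing a positive calcium signal within 180 s of addition to tetracycline-induced, force-coupled HEK293 Trex D2 cells are flagged; cells are dye-loaded with a no-wash calcium kit beforehand.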
TRHR enhancer: allosteric enhancers of human TRH receptor. TRHR cells, fluo-8 calcium fluorescence, EC20 TRH enhancement. enhancement, % at 2 µM. 360,000 compounds, 0.66% hits. AID 493056; in the data active = enhancement above about 30%; note: 0% is about no effect
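Enhancer read-out: after compound pinning and an initial kinetic agonist-mode read, an EC20 of TRH (10 nM final) was injected and fluo-8 calcium signal (Ex 480/Em 530) followed at 1 s/cycle for 100 cycles in TRHR-expressing cells.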
D2 antag: antagonizes the human D2 dopamine receptor; HEK293 TREx D2 cells, calcium flux, dopamine EC80; inhibition, % at 10 µM; AID 485344; 340,000 compounds, 2% hits; in the data active = inhibition above about 30%; note: 0% is about no effect
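Measurement of antagonist activity uses fluorescent calcium dye in inducible HEK293 T-REx D2 cells: 10 s baseline, compound addition with 180 s read, EC80 dopamine addition with a further 180 s read.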
D1 PAM: human D1 dopamine receptor positive modulation | P21728 | HEK293 TREx D1 cells, calcium flux, dopamine EC20 potentiation | potentiation, % at 10 µM | 360,000 compounds, 0.036% hits; in the data active = potentiation above about 30%; note: 0% is about no effect
Target sequence (P21728 whole entry, looked up): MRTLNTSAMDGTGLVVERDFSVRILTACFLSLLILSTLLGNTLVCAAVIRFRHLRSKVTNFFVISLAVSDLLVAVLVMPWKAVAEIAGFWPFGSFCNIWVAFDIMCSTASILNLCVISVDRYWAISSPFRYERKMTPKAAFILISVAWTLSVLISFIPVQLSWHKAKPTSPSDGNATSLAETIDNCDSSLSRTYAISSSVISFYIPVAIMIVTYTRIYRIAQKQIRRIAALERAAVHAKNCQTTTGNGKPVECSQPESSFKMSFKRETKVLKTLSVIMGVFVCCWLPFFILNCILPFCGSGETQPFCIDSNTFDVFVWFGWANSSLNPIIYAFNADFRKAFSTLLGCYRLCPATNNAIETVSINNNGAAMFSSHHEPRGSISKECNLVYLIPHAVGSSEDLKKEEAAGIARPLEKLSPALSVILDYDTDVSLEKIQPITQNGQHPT
D1 antagonist: antagonists of human D1 dopamine receptor; 360,000 compounds, 3.2% hits; P21728; activity change, negative = inhibition, % at 10 µM; AID 504652; HEK293 TREx D1 cells, calcium flux, dopamine EC80; hits give low values; in the data active = activity change below about -30%; note: % is set by controls: 0 for no effect and ±100 for the full control effect
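Tetracycline-induced HEK293 Trex D1 cells, force-coupled to calcium, dye-loaded; compounds added and read 180 s, then EC80 dopamine added and calcium flux tracked kinetically another 180 s.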
RXFP1 antagonist: antagonists of human relaxin receptor RXFP1; HEK293-RXFP1, relaxin-stimulated cAMP HTRF, 30 min; hits give low values; activity change, negative = inhibition, % at 57.5 µM; 350,000 compounds, 0.59% hits;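 active = activity change of -60% or lower, but not beyond a set lower limit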; note: % is set by controls: 0 for no effect and ±100 for the full control effect
D2 PAM: positively modulates the human D2 dopamine receptor allosterically; P14416; HEK293 T-REx D2, calcium flux, EC20 dopamine potentiation; potentiation, % at 10 µM; 340,000 compounds, 0.34% hits; AID 485347;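 active = potentiation over 3 SD above the plate norm, cut at about 30% in these data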; note: 0% is about no effect
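Potentiation of an EC20 dopamine calcium response measured kinetically over 180 s, after a preceding 180 s compound-only read flagging agonists. Cells: inducible Hek293 Trex D2 line, 4000/well, cultured overnight at 30 C before dye loading.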
D1 ag: activates the human D1 dopamine receptor; activation, % at 2 µM; HEK293 T-REx D1 cells, calcium flux, agonist mode; 360,000 compounds, 1% hits; P21728; in the data active = activation above about 30%; note: 0% is about no effect
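Tetracycline-induced HEK293 TREx D1 cells, force-coupled to calcium signalling, were dye-loaded with a no-wash calcium kit. Compound was pin-added after a 10 s baseline. Fluorescence was read kinetically at 1 cycle/s for 180 s, with calcium rises flagged as agonism.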
RXFP1 ag: RXFP1 (human) receptor agonism; HEK293T-RXFP1 cAMP TR-FRET, 30 min; response scale: percent of porcine relaxin response, buffer zero; Potency, µM (top dose mostly 57.5 µM), for inactives: top-dose activation, most hits filed as activators; 370,000 compounds, 0.3% hits; active = well fitted activation curve with a large enough effect; note: potency is the fitted concentration of half-maximal effect; % is set by controls: 0 for no effect and ±100 for the full control effect; nearly all actives have a fitted effect of over 60% in size; many of its hits are not listed in these tables
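HEK293T cells stably expressing RXFP1 were pretreated with the PDE4 inhibitor Ro 20174, exposed to compounds for 30 min at 37C, lysed, and cAMP was read by TR-FRET. Data normalized to buffer (basal) and 29 nM porcine relaxin (100%).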
An asterisk follows results filed as active; x = not tested or not shown; & = joins results of further samples.

SMILES	D2 ag	TRHR enhancer	D2 antag	D1 PAM	D1 antagonist	RXFP1 antagonist	D2 PAM	D1 ag	RXFP1 ag
COc1ccc(-c2ccc(CCC(=O)O)n2-c2cc(Cl)ccc2O)cc1	-0.3	2	x	0	3	-29	-2	3	4.7%
O=[N+]([O-])c1ccc(Cl)c(/C=N/Nc2nc(N3CCOCC3)nc(N3CCOCC3)n2)c1	-1.1	-2	-18	-2	-10	-7	9	2	-0.7%
CCc1nc(Nc2ccccc2)c2nnn(Cc3ccccc3)c2n1	3.6	2	-6	2	-7	-14	20	3	0.0%
CCc1nonc1NC(=O)c1oc2cc(C)c(Cl)cc2c1C	-0.9&-0.2	6&2	-21	0&-2	14&9	2&1	11&5	1&0	7.6%&29%
CC(C)=C(NC(=O)c1ccccc1)C(=O)N1CCOCC1	0.1	0	-9	1	-5	9	-5	0	2.4%
O=C(c1cccc(Cl)c1)N1CCC(=O)N(C(COCc2cccc(Cl)c2)Cc2ccccc2)CC1 (configuration not stated)	0.5	0	-1	-3	13	x	-1	2	3.6%
CCN1CCN(CCCNC(=O)CS(=O)(=O)Cc2nc(-c3ccccc3C)oc2C)CC1	-0.6&0.3	-1&-1	3	6&1	10&-8	10	-9&-10	3&0	0.6%&1.8%
O=C(C1CCC(=O)N(C2CC2)C1)N1CCN(c2ccccc2Cl)CC1 (configuration not stated)	x	6	x	1	-4	-8	x	1	0.9%
O=C1CC(c2ccccc2)CC(=O)N1c1ccc(C(F)(F)F)cc1	0.2	-1	-14	-2	10	x	-4	-1	-0.4%
COc1cc(C(=O)NC(C)Cc2ccccn2)ccc1OC1CCN(C(C)=O)CC1 (configuration not stated)	0.2	17	6	-1	5	6	-3	1	2.0%
CCCSc1ccc([C@@H]2[C@H]3C(=O)N(CC)C(=O)[C@H]3[C@]3(C(=O)OC)CCCCN23)cc1OC	x	0	x	4	-6	x	x	4	0.0%
CCOc1ccc(-c2cccc(NS(=O)(=O)c3cc([N+](=O)[O-])ccc3Cl)c2)nn1	0.1	0	9	-4	-14	4	6	1	0.9%
COc1ccnc(Oc2ccccc2)c1C#N	-0.8	-6	6	-3	5	-15	9	1	3.6%
O=C(NCc1ccccc1CN1CCCC1)C1CCN(S(=O)(=O)c2ccc(Cl)cc2)CC1	-2.7	1	9	x	1	-2	-5	1	2.0%
C=CCCCCCCCCc1nc(SCC(=O)O)n[nH]1	-0.3	3	-2	0	12	-15	3	1	0.4%
Cc1ccc2c(CC(=O)Nc3c(C(=O)c4ccc(F)cc4)oc4ccccc34)coc2c1C	-1.2	3	x	1	-6	-7	12	5	-0.7%
COc1ccccc1CNC(=O)COC(=O)c1ccc(Cl)c(N)c1	-0.1	3	-9	-1	2	-12	4	2	-5.1%
CC(=O)N1CC(C)Sc2ccc(S(=O)(=O)N3CCCCC3)cc21 (configuration not stated)	-0.1	-2	-3	0	-10	8	-1	0	2.5%
CCOC(=O)c1ccc(Nc2nc(N3CCOCC3)nc(N3CCOCC3)n2)cc1	-1.2	4	-8	-6	-24	-5	-3	4	-1.2%
CCN(CC)CCCNC(=O)c1ccccc1C	0.2	3	14	0	3	-2	-5	4	-0.3%

An excerpt of these results, with two lines to a compound:
Results follow in this order: D2 ag	TRHR enhancer	D2 antag	D1 PAM	D1 antagonist	RXFP1 antagonist	D2 PAM	D1 ag	RXFP1 ag
> O=C(C1CCC(=O)N(C2CC2)C1)N1CCN(c2ccccc2Cl)CC1 (configuration not stated)
→ x	6	x	1	-4	-8	x	1	0.9%
> O=C1CC(c2ccccc2)CC(=O)N1c1ccc(C(F)(F)F)cc1
→ 0.2	-1	-14	-2	10	x	-4	-1	-0.4%
> COc1cc(C(=O)NC(C)Cc2ccccn2)ccc1OC1CCN(C(C)=O)CC1 (configuration not stated)
→ 0.2	17	6	-1	5	6	-3	1	2.0%
> CCCSc1ccc([C@@H]2[C@H]3C(=O)N(CC)C(=O)[C@H]3[C@]3(C(=O)OC)CCCCN23)cc1OC
→ x	0	x	4	-6	x	x	4	0.0%
> CCOc1ccc(-c2cccc(NS(=O)(=O)c3cc([N+](=O)[O-])ccc3Cl)c2)nn1
→ 0.1	0	9	-4	-14	4	6	1	0.9%
> COc1ccnc(Oc2ccccc2)c1C#N
→ -0.8	-6	6	-3	5	-15	9	1	3.6%
> O=C(NCc1ccccc1CN1CCCC1)C1CCN(S(=O)(=O)c2ccc(Cl)cc2)CC1
→ -2.7	1	9	x	1	-2	-5	1	2.0%
> C=CCCCCCCCCc1nc(SCC(=O)O)n[nH]1
→ -0.3	3	-2	0	12	-15	3	1	0.4%
> Cc1ccc2c(CC(=O)Nc3c(C(=O)c4ccc(F)cc4)oc4ccccc34)coc2c1C
→ -1.2	3	x	1	-6	-7	12	5	-0.7%
> COc1ccccc1CNC(=O)COC(=O)c1ccc(Cl)c(N)c1
→ -0.1	3	-9	-1	2	-12	4	2	-5.1%
> CC(=O)N1CC(C)Sc2ccc(S(=O)(=O)N3CCCCC3)cc21 (configuration not stated)
→ -0.1	-2	-3	0	-10	8	-1	0	2.5%
> CCOC(=O)c1ccc(Nc2nc(N3CCOCC3)nc(N3CCOCC3)n2)cc1
→ -1.2	4	-8	-6	-24	-5	-3	4	-1.2%
> CCN(CC)CCCNC(=O)c1ccccc1C
→ 0.2	3	14	0	3	-2	-5	4	-0.3%

The results go on:
SMILES	D2 ag	TRHR enhancer	D2 antag	D1 PAM	D1 antagonist	RXFP1 antagonist	D2 PAM	D1 ag	RXFP1 ag
O=C(COc1ccc(-c2ccccc2)cc1)Nc1cccnc1	0.0	2	16	x	-30	-9	5	26	0.1%
O=C(c1cccc2ccccc12)N1CCN(Cc2ccccc2F)CC1	17	-10	15	-5	0	-7	-3	3	1.7%
OC(COc1ccc(CN2CCSCC2)cc1)CN1CCCCC1 (configuration not stated)	-0.4	-9	-7	-7	-8	1	-3	6	-0.5%
Cc1ccc(/C(O)=C2/C(=O)C(=O)N(Cc3cccnc3)C2c2ccccn2)cc1 (configuration not stated)	1.1	-4	8	-2	8	4	1	4	5.9%
CS(=O)(=O)c1ccc(C(=O)Nc2ccc(S(=O)(=O)N3CCCCC3)cc2)cc1	1.2	-6	-2	3	-4	-13	-15	1	-1.4%
COc1ccc(N(CC(=O)Nc2c(C)n(C)n(-c3ccccc3)c2=O)S(=O)(=O)c2ccc(F)cc2)cc1	-0.2	-2	-17	-2	8	3	-1	3	-0.1%
COc1ccc(NC(=O)CCc2c(C)nc3c(c2C)c(=O)n(C)c(=O)n3C)cc1OC	0.4	-1	x	1	-13	x	-2	1	2.1%
CCCC(=O)N(Cc1cc(=O)[nH]c2ccccc12)c1cccc(C)c1	0.4	-4	-9	5	10	-7	10	-1	3.8%
COc1ccc(OC)c(C(=O)COC(=O)c2[nH]c(C)c(C(C)=O)c2C)c1	-0.5	5	-2	-1	4	2	5	0	6.6%
COc1ccc(CC(=O)Nc2ccc(S(=O)(=O)NC(C)C)cc2)cc1	x	-2	x	-6	-4	2	x	11	4.8%
COc1ccc(C(=O)NNC(=O)C23CC4CC(CC(C4)C2)C3)c(OC)c1	2.4	-1	-13	9	14	0	10	-3	-0.5%
NC(N)=NS(=O)(=O)c1ccc(NC(=S)NC(=O)Cc2ccc(Cl)cc2)cc1	-0.3	1	6	0	33	0	-11	-2	-2.2%
CC(C)c1ccc(NC(=O)N2CCN(S(=O)(=O)c3ccccc3)CC2)cc1	-0.5	-2	11	-5	-3	-13	-6	4	4.1%
O=C(c1ccc(N2CCCC2=O)cc1)N1CCN(c2ccccc2)CC1	0.5	-4	-14	-6	-2	-6	13	1	-1.5%
Cc1c(Br)cc(C(=O)N2CCN(CCO)CC2)c(C)c1C	-0.6	9	-1	-4	4	8	14	5	-1.4%
COc1ccc(CNC(=O)C2CCN(S(=O)(=O)c3cn(C)cn3)CC2)cc1	x	2	x	0	4	-2	11	-3	1.2%
Cc1ccccc1Cn1ccc(NC(=O)c2onc(C)c2Cl)n1	-1.4	-4	-10	4	4	x	-6	1	-2.4%
O=C(CSc1nnc(COc2ccccc2)o1)Nc1cc(C(F)(F)F)ccc1Cl	x	-8	x	-4	4	-4	-35	26	1.9%
CC(=O)Nc1cc2c(cc1C(=O)c1ccccc1)OCCO2	-0.2	2	-6	0	2	-7	-6	2	1.6%
O=C1C(=O)N(Cc2cccnc2)C(c2ccccn2)/C1=C(/O)c1ccc(F)cc1 (configuration not stated)	-0.8	2	-4	0	-17	-2	13	3	-1.5%
CCCCc1ccc(-c2nc(N)n[nH]2)cc1	-0.6	1	8	-6	6	-11	3	1	-0.5%
CCCn1c(SCC(=O)N2c3ccccc3Sc3ccccc32)nc2c1c(=O)n(C)c(=O)n2C	-1.9	-6	-3	-3	10	-2	6	-1	2.5%
Cn1c(-c2sccc2OCc2ccccc2)n[nH]c1=S	-1.7	-11	-4	-2	-1	-22	-5	-1	0.0%
COc1ccc(CN(Cc2ccco2)C(=O)COc2ccccc2Cl)cc1	1.1	-1	x	3	6	-39	-1	7	-1.0%
Cc1ccc(C)c(Oc2ncnc(N)c2[N+](=O)[O-])c1	-0.2	-3	-14	-6	5	7	12	3	-0.6%
CCN1CCc2c(OCC(=O)Nc3ccccc3)cccc2C1=O	0.7	1	-5	-1	19	-7	-2	4	-1.8%
O=C(Nc1cccs1)Nc1cc(C(F)(F)F)ccc1Cl	-0.3	-5	x	-6	-18	5	-18	10	-1.0%
Cc1ccc(-n2c(SCC(=O)c3ccccc3)nc3c([nH]c4ccccc43)c2=O)cc1	1.4	1	x	-6	-16	x	14	0	1.8%
COc1cc(CNc2ccc3[nH]c(=O)[nH]c3c2)ccc1OCc1ccccc1F	0.5&13	7&-3	-16	-2&-1	-3&-5	-5&-7	11&11	2&8	0.2%&0.1%
COc1cccc(N2CC34C=CC(O3)C(C(=O)O)C4C2=O)c1 (configuration not stated)	1.0	-2	3	0	-42*	-4	-2	0	0.0%
Cc1ccc(NC(=O)CCc2nnc3ccc(N4CCOCC4)nn23)cc1C	-0.4	-4	16	-1	-3	4	5	2	22%
S=C(NCc1ccco1)NCc1ccccc1Cl	-1.3	-2	-9	-1	-33*	0	-6	4	2.6%
C=CCn1c(O)c(C2=c3ccccc3=NC2=O)sc1=Nc1ccc(O)cc1	x	1	x	-8	5	x	9	0	2.3%
CCn1nc(CC(=O)Nc2ccc(-n3cnnn3)c(C)c2)c2ccccc2c1=O	-0.8	2	1	-2	-7	-3	0	2	2.0%
CCn1cc(S(=O)(=O)Nc2cc(C)ccc2F)cn1	0.7	-2	-7	-4	-7	-4	9	4	-1.6%
CCOC(=O)C1CCCN(C(=O)Cc2ccc(Cl)cc2)C1 (configuration not stated)	0.3	2	3	-3	13	-7	0	1	1.4%

These rows are one share of the data (hit frequency here may not be typical).
